proKLK7 act = activates the human kallikrein-7 zymogen; purified proKLK7, EDANS-DABCYL substrate fluorescence; 100% is mature enzyme control, 0% vehicle; activation, % at 7 µM; hit rate 0.9% among 370,000;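 active = activation above the mean of all tested compounds plus 3 SD, computed per campaign excluding outliers beyond control limits, cut at about 13% in these data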
Target sequence (P49862 whole entry, looked up): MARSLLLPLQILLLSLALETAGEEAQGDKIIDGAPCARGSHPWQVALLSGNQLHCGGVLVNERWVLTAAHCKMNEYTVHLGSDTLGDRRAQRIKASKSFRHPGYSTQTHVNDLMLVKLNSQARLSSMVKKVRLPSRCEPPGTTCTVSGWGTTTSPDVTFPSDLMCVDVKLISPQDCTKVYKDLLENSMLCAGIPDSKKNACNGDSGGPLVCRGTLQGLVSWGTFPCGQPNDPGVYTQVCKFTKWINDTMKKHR
ADAM17 inh = inhibitors of human ADAM17; hit rate 0.83% among 370,000; recombinant ADAM17, EDANS/DABCYL FRET peptide cleavage; inhibition, % at 6.95 µM;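 active = inhibition above the mean of compounds lying between control limits plus 3 SD, set per campaign, cut at about 8.5% in these data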;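 note: 0% = DMSO-only wells as the low control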
PLC-gamma1 inh = blocks human PLC-gamma1 enzyme activity | AID 720700 | inhibition, % at 12.2 µM | hit rate 0.84% among 370,000 | P19174 | purified PLC-gamma1, fluorogenic substrate, fluorescence; in the data active = inhibition above about 9.5%
DDE Tn7 FP inh = disrupts Tn7 cyclic peptide binding to fibrin D-Dimer-E complex; P02675; FP displacement of FITC-Tn7 peptide from fibrin DD(E); 0% = median of compound wells per plate; inhibition, % at 8.3 µM; hit rate 0.13% among 370,000;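 active = inhibition above the mean of compounds falling within the control limits plus 3 SD of them, cut at about 14% in these data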;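 note: 0% = plate median of compound wells and 100% = 10 µM Aha-Tn7 peptide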
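Assay system: Fibrin-DD(E) protein isolated from polymerized human fibrin clots; read-out basis: percent inhibition; medium: Tris/NaCl/CaCl2 buffer, pH 7.8; signal: FP measurement; incubation: 10 min plus 3 h, room temperature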
DDE Tn6 FP inh = DD(E)-Tn6 binding inhibition, primary FP screen; P02675; inhibition, % at 8.3 µM; Fibrin DD(E) TRITC-Tn6 fluorescence polarization displacement; hit rate 0.21% among 370,000;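 active = inhibition above a per-campaign cutoff: mean of compounds within control limits plus 3 SD, cut at about 15% in these data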;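 note: 0% = median of all compound wells on the plate and 100% = blocking peptide control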
ARFGAP1 inh = inhibits rat ARF GTPase activating protein 1; Q62848; Arfgap1-stimulated ARF1 GTP hydrolysis, GDP FP detection; inhibition, % at 16.5 µM; hit rate 0.26% among 360,000; AID 651572;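 active = inhibition above a per-plate limit, mean inhibition of low control wells plus 3 SD, cut at about 25% in these data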;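 note: 0% = DMSO wells with enzyme and 100% = wells lacking Arfgap1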
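Assay system: Rat Arfgap1 GAP domain (His6, aa 1-136), purified enzyme | Buffer or medium: HEPES 25 mM pH 7.5, NaCl 150 mM, MgCl2, DTT | Schedule: GTP hydrolysis reaction 2 h at 25 °C | Signal: FP of antibody-bound GDP Alexa 633 tracer, ex 620/em 688 nm | Measure: Percent inhibition of Arfgap1-stimulated GTP hydrolysis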
UHRF1 binding = UHRF1 methyl-DNA binding inhibition | Q96T88 | UHRF1 binding to methylated oligo, TR-FRET | inhibition, % at 4.4 µM | hit rate 0.75% among 370,000 | AID 687016; in the data active = inhibition above about 21%;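 note: UHRF1 SRA domain binding a hemimethylated CpG hairpin DNA probe; 0% = median of test compound wells and 100% = reference inhibitor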
Target sequence (Q96T88 whole entry, looked up, the tested form may be a part): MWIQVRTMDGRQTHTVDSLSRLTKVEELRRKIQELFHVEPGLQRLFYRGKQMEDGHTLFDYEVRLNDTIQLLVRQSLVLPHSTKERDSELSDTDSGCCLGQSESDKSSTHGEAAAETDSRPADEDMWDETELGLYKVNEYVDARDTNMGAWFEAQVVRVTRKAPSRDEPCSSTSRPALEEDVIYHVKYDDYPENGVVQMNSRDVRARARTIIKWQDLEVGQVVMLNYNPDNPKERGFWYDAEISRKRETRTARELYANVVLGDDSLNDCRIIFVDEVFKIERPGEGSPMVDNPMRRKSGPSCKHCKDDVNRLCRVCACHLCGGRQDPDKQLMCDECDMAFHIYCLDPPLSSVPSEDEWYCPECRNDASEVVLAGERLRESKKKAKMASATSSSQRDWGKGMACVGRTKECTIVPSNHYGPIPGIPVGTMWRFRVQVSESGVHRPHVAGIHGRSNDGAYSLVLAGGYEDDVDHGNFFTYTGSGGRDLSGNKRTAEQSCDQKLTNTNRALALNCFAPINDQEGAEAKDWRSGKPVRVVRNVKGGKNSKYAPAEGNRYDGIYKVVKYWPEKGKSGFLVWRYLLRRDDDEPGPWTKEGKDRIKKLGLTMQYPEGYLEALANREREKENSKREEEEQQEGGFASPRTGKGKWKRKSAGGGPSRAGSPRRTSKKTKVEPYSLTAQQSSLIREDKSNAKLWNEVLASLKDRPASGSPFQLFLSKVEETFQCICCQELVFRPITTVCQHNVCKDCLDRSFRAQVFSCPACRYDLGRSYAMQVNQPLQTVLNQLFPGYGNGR
MBD2 inh = blocks human MBD2 binding to methylated DNA | AID 686964 | Q9UBB5 | inhibition, % at 4.4 µM | hit rate 0.31% among 370,000 | TR-FRET, MBD2 binding to methylated oligonucleotide; in the data active = inhibition above about 13%
ASAP1 inh = ASAP1 ArfGAP inhibition; Q9ULH1; ASAP1-stimulated ARF1 GTP hydrolysis, GDP FP detection; inhibition, % at 16.5 µM; hit rate 0.19% among 360,000; AID 624377; in the data active = inhibition above about 25%;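 note: 0% = vehicle with enzyme and substrate and 100% = no enzyme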
PLC-beta3 inh = blocks human PLC-beta3 enzyme activity. Q01970. Purified PLC-beta3, fluorogenic substrate, fluorescence. inhibition, % at 12.2 µM. hit rate 0.18% among 370,000; in the data active = inhibition above about 11%;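 note: 0% = median of compound wells on plate and 100% = full blocker control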
An asterisk follows results filed as active; . = not tested or not shown; & = joins results of further samples.

SMILES	DDE Tn7 FP inh	PLC-gamma1 inh	UHRF1 binding	ADAM17 inh	proKLK7 act	ARFGAP1 inh	DDE Tn6 FP inh	PLC-beta3 inh	MBD2 inh	ASAP1 inh
CC(C)=C[C@H]1C[C@H](C)[C@H]2CC[C@H](C)c3c(O)c(O[C@H]4OC[C@H](O)[C@@H](O)[C@@H]4O)c(C)c1c32	4	4	-4	1	-0.2	2	1	5	-5	3
Cc1cccc(Oc2ccc(S(=O)(=O)N3CCCCC3)cc2N)c1	-6	3	3	4	0.3	7	0	-9	1	-3
C=CCOc1cccc(/C=N/NC(=O)CC(=O)NC2CCCCC2)c1	9	0	0	1	0.1	0	-2	-4	2	11
CC(C)N1CCN(Cc2cccc(-n3cccn3)c2)CC1CCO (stereo unspecified)	0	5	4	0	0.2	-6	-4	0	1	-11
O=[N+]([O-])c1ccc(NC(=S)N2CCc3ccccc3C2)cc1	-3	2	0	8	0.7	3	-5	5	-1	-9
CCC(=O)n1nc(-c2ccc(Cl)cc2)nc1SC	5	9	0	3	0.3	2	-1	3	-1	-8
COc1ccc(OC)c(S(=O)(=O)N2CCN(CC(O)CN3CCOCC3)CC2)c1 (stereo unspecified)	-3	4	1	2	0.1	-16	1	-5	-3	-13
CCN1Cc2nnn(Cc3ccccc3)c2-c2cc(N3CCCC3)ccc2S1(=O)=O	-5	-52	-4	-12	-1.4	.	1	-64	3	.
CC(=O)Nc1cncc(-c2cccc(S(C)(=O)=O)c2)n1	-2	0	0	-8	-0.5	5	5	6	0	0
CCCc1c(C(=O)N/N=C/c2cccs2)nnn1-c1nonc1N	-3	0	0	2	-0.1	-7	-6	0	-1	-14
O=C(Cn1c(=O)oc2ccccc21)Nc1ccc(F)c(F)c1	-3	6	0	-2	0.3	-1	-1	-2	-3	9
O=C1CSC(=Nc2cccc(C(=O)O)c2)N1	4	-1	-2	-6	-0.5	-6	-3	-5	-5	-11
COc1ccccc1CNC(=O)C(CCSC)NC(=O)c1cccc(S(=O)(=O)N2CCOCC2)c1 (stereo unspecified)	4	3	3	-3	0.6	6	-8	1	1	5
COc1cccc(OCC(=O)O/N=C(\N)c2ccncc2)c1	0	1	-1	2	-0.4	5	-6	1	-1	4
CS(=O)(=O)N(CC(=O)N1CCc2ccccc2C1)c1cccc([N+](=O)[O-])c1	5	4	3	-2	0.3	5	4	-5	-1	-9
CCCC1(C2CCCC2)NC(=O)NC1=O (stereo unspecified)	1	5	4	7	-0.1	2	2	8	-6	2

Ordered by length of the SMILES (lowest first): part of the list above
SMILES	DDE Tn7 FP inh	PLC-gamma1 inh	UHRF1 binding	ADAM17 inh	proKLK7 act	ARFGAP1 inh	DDE Tn6 FP inh	PLC-beta3 inh	MBD2 inh	ASAP1 inh
COc1cccc(OCC(=O)O/N=C(\N)c2ccncc2)c1	0	1	-1	2	-0.4	5	-6	1	-1	4
CC(=O)Nc1cncc(-c2cccc(S(C)(=O)=O)c2)n1	-2	0	0	-8	-0.5	5	5	6	0	0
COc1ccccc1CNC(=O)C(CCSC)NC(=O)c1cccc(S(=O)(=O)N2CCOCC2)c1 (stereo unspecified)	4	3	3	-3	0.6	6	-8	1	1	5

Going on with the list:
SMILES	DDE Tn7 FP inh	PLC-gamma1 inh	UHRF1 binding	ADAM17 inh	proKLK7 act	ARFGAP1 inh	DDE Tn6 FP inh	PLC-beta3 inh	MBD2 inh	ASAP1 inh
O=C(NCC(c1cccs1)N1CCOCC1)c1cc(=O)[nH]c2ccccc12 (stereo unspecified)	-5	-37	0	-19	0.3	10	1	-44	-1	9
NS(=O)(=O)c1ccc(NC(=S)N2CCN(c3ccc(Cl)c(Cl)c3)CC2)cc1	0	1	5	4	0.0	12	-8	2	0	10
COc1ccc2c(c1)CCc1c(C(=O)N3CCCCCC3)noc1-2	7	4	1	-4	0.7	2	3	1	2	-3
CCC(CO)[n+]1c(C)cc(/C=C2\Sc3ccccc3N2Cc2ccccc2)cc1C (stereo unspecified)	-15	-7	-19	4	0.6	-2	-3	-12	-5	2
O=C(COC(=O)COc1ccc(Cl)cc1)NCCNC(=O)COC(=O)COc1ccc(Cl)cc1	0	2	-2	2	0.1	13	10	-6	0	-18
O=[N+]([O-])c1c(O)c(Cl)cc(Cl)c1Cl (tested in a mixture with another compound)	4	-1	2	1	-0.2	-8	4	2	-1	24
CCOC(=O)C1(Cc2cccc(Cl)c2)CCCN(C(=O)CN2C(=O)CSC2=O)C1 (stereo unspecified)	-10	0	-1	0	-0.3	10	7	-1	2	-3
Cc1cc(C)c(NC(=O)CN2CCN3CCCC3C2)c(C)c1 (stereo unspecified)	1&0	2&0	-4&4	-4&2	-0.1&-0.1	-9&19	-5&5	-2&1	-4&-3	13&1
CC(=O)Nc1cccc(-c2cc3nc(NCc4cccnc4)n(C)c(=O)c3s2)c1	-3	3	0	-7	0.6	10	-6	-1	5	8
COCCSc1ccccc1C(=O)NCc1ccco1	1	0	-2	-1	-0.2	4	5	4	-3	-5
O=C(CSc1nnc(NC(=O)C2CC2)s1)NCc1ccc(F)cc1	7	3	-5	2	-0.2	4	1	-1	-4	2
O=C(Nc1cccc(OC(F)(F)F)c1)[C@@H]1O[C@H](CO)[C@H](O)[C@H](O)[C@H]1O	1	2	0	-2	0.5	6	4	0	0	-7
O=C(CSc1nnnn1-c1ccc(Cl)cc1)N1CCc2ccccc2C1	9	2	-1	-2	0.0	-6	-3	-5	1	-6
CCOc1ccc(/C(O)=C2/C(=O)C(=O)N(c3nc(C)c(C)s3)C2c2ccco2)cc1 (stereo unspecified)	-6	-44	1	-3	0.5	-3	-5	-60	-5	4
O=C(Cn1nnc(-c2cccs2)n1)NCc1cccs1	-1	2	0	-3	-0.1	4	-10	-4	0	-7
CCCc1nc2sc3c(c2c(=O)n1NC(=O)c1ccco1)CC(C)(C)OC3	1	0	2	-3	-0.5	9	0	-1	2	-3
CC1CCC2(CC1)Nc1ccccc1C(=O)N2c1ccccc1 (stereo unspecified)	-1	-20	3	-22	3.8	9	-6	-30	7	6
Cc1ccnc(NC(=O)CC(c2ccccc2)c2ccccc2)n1	2	3	-2	-4	0.1	1	-2	-3	2	-15
Cn1c2ccccc2c2ncn(CCC3=CCCCC3)c(=O)c21	2	-7	4	-33	-0.4	3	2	-7	5	5
COC(CN(C)C(=O)c1ccc2c(c1)NC(=O)c1ccccc1S2)OC	-6	4	1	-1	-0.4	0	-5	4	1	7
Cc1ccc(CNc2oc(COc3ccccc3Cl)nc2C#N)cc1	-7	0	1	6	-0.5	5	0	-8	-1	11
CN(C)CCCn1cnc2c1c(=O)[nH]c(=O)n2Cc1ccccc1	-2	4	5	-5	-0.1	16	-4	-10	2	-2
COc1ccc(C(=O)c2oc3ccc(OC)cc3c2NC(C)=O)cc1	9	-93	0	-8	0.5	-9	0	-152	1	3
Cc1nn(CC(=O)N2CCc3ccccc32)c(C)c1S(=O)(=O)NC(C)(C)C	-2	-4	0	-5	-0.3	8	-1	4	1	2
Cc1cccnc1NC(=O)c1cccc(S(=O)(=O)N2CCCc3ccccc32)c1	-6	7	3	7	0.1	6	3	-2	-1	3
Cc1cc(=O)[nH]c(SCC2COC3(CCCCC3)O2)n1 (stereo unspecified)	-1	-2	-2	-4	0.2	-1	3	1	0	-2
NS(=O)(=O)c1cccnc1Nc1cccc(Cl)c1	-4	-3	4	-1	0.2	-6	-2	-5	0	-5
O=C(/C=C/c1cccc([N+](=O)[O-])c1)c1cccs1	0	0	-1	-1	-0.4	-9	-1	-2	6	1
CCOC(=O)C1=C(C)N(c2ccc(OC)cc2)C(=O)/C1=C\c1cccs1	-10	3	25*	2	0.0	-2	-8	4	8	1
Cc1c(-c2ccccc2)sc(Br)c1C(=O)N1CCOCC1	1	0	-1	-2	0.2	1	0	5	2	0
COC(=O)c1ccc(CNC(=O)C(Cc2ccccc2)NC(=O)c2ccccc2)cc1 (stereo unspecified)	-7	0	-2	-1	0.0	0	-2	1	1	2
COc1ccc(CN(C)c2ncnc(N)n2)cc1	-2	4	-1	2	-0.2	14	-4	3	-2	-10
COc1ccc(C(=O)NCCS(=O)(=O)NCCc2ccccc2)cc1	1	1	4	-6	0.8	5	4	-13	-2	-7
COc1cccc(CNn2c(-c3cccc(C)c3)nc3ccccc3c2=O)c1	2	5	1	8	-0.4	-1	-10	11*	-6	7
CSCCC1(C(=O)O)NC(c2ccccc2O)C2C(=O)N(C(C)C)C(=O)C21 (stereo unspecified)	-1	1	1	0	0.0	2	-2	0	0	1
COc1cccc(Oc2cn[nH]c2-c2ccc(OC)cc2O)c1	-3	6	-2	7	-0.2	23	3	-1	-1	22
COc1cc(NC(=O)CCc2nnc3ccc(N4CCC(C)CC4)nn23)cc(OC)c1	0	-4	-2	-3	-0.2	-7	-1	-10	-1	5
Nc1c(-c2ccccc2)sc2ccc3ccccc3[n+]12	-1	0	-5	-3	0.8	1	-6	-11	-2	-6
O=C(COC(=O)c1ccc2c(c1)OCCO2)Nc1cc(Cl)ccc1Cl	7	-2	0	-1	0.5	7	-3	-4	3	-7
COC1=Cc2c(ccc3ccc(=O)oc23)OC1(C)C	-1	-52	0	-2	0.4	-1	1	-68	2	-7
O=C(COCc1ccccc1)NC1CCCCN(Cc2cccc(Cl)c2)C1=O (stereo unspecified)	2	-1	-1	3	1.0	.	2	1	-1	.
O=C(O)CSc1c2c(nc3cc(C(=O)Nc4cccc(C(F)(F)F)c4)ccc13)CCC2	-2	1	1	2	-0.3	-12	3	-24	0	-5
Cc1ccccc1NC(=O)c1ccc2nc(N3CCOCC3)sc2c1	6	5	0	1	1.2	-12	-3	0	-2	-5
CC(C)C[C@@]12C(=O)N(c3cccc(F)c3)C(=O)N1[C@H](c1ccc(Cl)cc1)[C@@H]1C(=O)N(C3CCCCC3)C(=O)[C@@H]12	2	1	0	4	0.3	-7	-5	5	-5	0
CN(C)c1ccc(-c2n(C)c3ccccc3[n+]2C)cc1	5	-7	-1	-6	-0.9	14	-1	-8	7	10
CN(CC(=O)Nc1cccc(F)c1)C(=O)COc1ccc2c(c1)CCC2	-4	5	1	-1	0.7	1	-6	-5	-3	1
COCCn1c(=O)[nH]c2cc(C(=O)NCCN3CCN(c4ccccc4)CC3)ccc2c1=O	2	-12	-3	0	-2.5	7	0	-16	0	5
CCOC(=O)C1CCN(S(=O)(=O)c2ccc(-c3ccc(=O)[nH]n3)o2)CC1	-1	-2	13	-7	0.0	-3	1	-8	7	6
O=Cc1ccc(C(=O)O)cc1	0	2	0	0	-0.7	-7	-4	0	-5	2
COC(=O)c1[nH]c2ccc(C)cc2c1NC(=O)CN1CCN(C(=O)c2ccccc2)CC1	3	-67	-1	-32	0.9	8	-3	-91	-3	-4
CCOC(=O)c1nnn(-c2nonc2N)c1CS(=O)(=O)c1ccccc1	-5	5	1	1	0.2	-7	-5	2	-2	9

Screening results from PubChem.
